# Screening data deposited in PubChem BioAssay by National Center for Advancing Translational Sciences (NCATS).
# NPSR antagonist: antagonists of human neuropeptide S receptor cAMP signaling; CHO-NPSR cells, cAMP TR-FRET, antagonist mode; Potency, µM (series often up to 38.3 µM), for inactives: top-dose activity change, negative = inhibition, usual class: inhibitors; 220,000 tested, 1% active; AID 1461; note: potency is the fitted concentration of half-maximal effect; % is set by controls: 0 for no effect and ±100 for the full control effect; nearly all actives have a fitted effect of over 50% in size; many of its hits are not listed in these tables
# Target sequence (Q6W5P4 whole entry, looked up): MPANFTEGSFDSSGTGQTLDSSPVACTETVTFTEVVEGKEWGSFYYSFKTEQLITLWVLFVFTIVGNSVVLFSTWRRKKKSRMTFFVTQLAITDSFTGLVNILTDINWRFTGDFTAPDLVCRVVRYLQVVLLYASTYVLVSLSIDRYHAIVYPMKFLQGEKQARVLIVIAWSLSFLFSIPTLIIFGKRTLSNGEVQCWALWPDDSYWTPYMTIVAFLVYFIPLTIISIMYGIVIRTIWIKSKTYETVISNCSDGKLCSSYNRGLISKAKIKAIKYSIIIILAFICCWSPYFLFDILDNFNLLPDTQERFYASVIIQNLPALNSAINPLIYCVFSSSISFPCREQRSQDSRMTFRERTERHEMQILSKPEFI
# TexasRed fluor: counter-screen for TRb-SRC2 inhibitors: fluorescence interference; Potency, µM (highest dose often 106 µM), without a hit: top-dose fluorescence change, negative = quenching; 280,000 tested, 0.29% active; TRb/SRC2 Texas Red total fluorescence interference; active = well fitted curve in either direction with a large enough effect; inconclusive = small, poorly fitted or top-dose-only effect; note: potency is the fitted concentration of half-maximal effect; % is set by controls: 0 for no effect and ±100 for the full control effect
#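 Human TRβ ligand-binding domain (0.6 uM) and Texas Red SRC2 peptide (20 nM) in Tris buffer with 1 uM T3 and 5% DMSO were incubated with pinned compound for 5 hr at ambient temperature. Total fluorescence was computed as S + 2P (555/632 nm).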
# CBFb-RUNX1 inh: inhibitors of human CBF-beta and RUNX1 interaction; AlphaScreen CBFb-His/RUNX1-biotin binding, biochemical; Potency, µM (doses to about 59.8 µM), without a hit: at the highest dose activity, negative = inhibition, actives largely listed as inhibitors; 230,000 tested, under 10 active; note: % of control where 0% means no effect
#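 Inhibition was taken as any reduction in AlphaScreen signal from the CBF-beta–RUNX1 pair (His and biotin tags, 30 nM each), measured after compound (15 min) and bead (90 min) incubations at room temperature.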
# Tau fluor counter: counter-screen for tau fibril formation inhibitors | tau K18 P301L (four-repeat tau fragment) Alexa594 fluorescence, heparin fibrillization | Potency, µM (titrated, usually from 57.7 µM), without a hit: top-dose activity change, negative = decrease | 280,000 tested, 0.93% active; note: potency is the fitted concentration of half-maximal effect; % is set by controls: 0 for no effect and ±100 for the full control effect; nearly all actives have a fitted effect of over 55% in size
#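 Human K18 P301L tau (15 uM unlabeled plus 0.24 uM Alexa 594-labeled, final) in 100 mM sodium acetate pH 7 was mixed with compound and 20 uM heparin and incubated 6 hr at 37 C.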
# Epigenetic reg: epigenetic control regulation, reporter derepression; murine LDR cells, GFP reporter derepression, 30 h; Potency, µM (titrated, usually from 53.9 µM), for inactives: at the highest dose GFP activation, actives largely listed as activators; 280,000 tested, 0.2% active; AID 1865; note: potency is the fitted concentration of half-maximal effect; % of control where 0% means no effect; nearly all actives have a fitted effect of over 60% in size
#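 GFP-positive cell count by laser-scanning cytometry (objects 20–120 um) after 30 h, 37 C compound exposure of murine LDR cells; reporter is CMV-GFP integrated at a silenced locus, inducible by HDAC or DNMT inhibitors.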
# Tau fibril FP: inhibitors of human tau fibril formation; P10636; K18 P301L tau heparin fibrillization, Alexa594 FP, 6 h; Potency, µM (top dose mostly 57.7 µM), for inactives: at the highest dose activity, negative = inhibition, actives largely listed as inhibitors; 280,000 tested, 0.39% active; AID 1468; note: potency is the fitted concentration of half-maximal effect; % is set by controls: 0 for no effect and ±100 for the full control effect; nearly all actives have a fitted effect of over 55% in size
# Target sequence (P10636 561-689 P618L limits assumed): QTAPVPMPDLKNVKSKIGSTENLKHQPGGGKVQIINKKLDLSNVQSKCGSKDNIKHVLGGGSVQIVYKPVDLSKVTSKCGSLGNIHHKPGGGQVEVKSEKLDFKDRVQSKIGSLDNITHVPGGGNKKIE
#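 Recombinant K18 P301L […], labeled with Alexa 594 at 0.24 uM over 15 uM unlabeled; heparin inducer 20 uM final; 37 C, 6 hr; FP endpoint.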
# aGal spleen mod: inhibitors or activators of human alpha-galactosidase in spleen homogenate | P06280 | human spleen homogenate, 4MU-alpha-Gal fluorescence, 40 min | Potency, µM (doses to about 80 µM), for inactives: at the highest dose activity change, negative = inhibition, actives largely listed as inhibitors | 240,000 tested, 0.008% active | AID 2107;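 note: potency is the fitted concentration of half-maximal effect; 0% = enzyme with vehicle and -100% = no enzyme basal signal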
# Target sequence (P06280 32-429 limits assumed): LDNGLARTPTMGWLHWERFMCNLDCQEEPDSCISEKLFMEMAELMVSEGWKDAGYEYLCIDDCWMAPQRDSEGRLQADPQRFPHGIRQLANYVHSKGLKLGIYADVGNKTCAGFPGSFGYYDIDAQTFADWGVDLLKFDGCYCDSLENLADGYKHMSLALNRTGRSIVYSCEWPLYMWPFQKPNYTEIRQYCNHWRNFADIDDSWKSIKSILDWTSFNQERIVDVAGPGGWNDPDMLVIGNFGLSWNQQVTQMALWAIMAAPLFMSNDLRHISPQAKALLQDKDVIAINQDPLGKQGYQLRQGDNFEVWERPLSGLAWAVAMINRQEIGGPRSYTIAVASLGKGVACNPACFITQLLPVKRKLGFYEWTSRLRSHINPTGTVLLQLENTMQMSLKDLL
#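 Spleen homogenate 1 ug + cpd (titration) + 4-MU-alpha-D-galactopyranoside 1 mM; 37C 40 min; 50 mM citrate/phosphate pH 5.0, 0.01% Tween-20; stop pH 10; fluorescence 365/440; AC50 via Hill.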
# TRb SRC2 PPI: inhibitors of human thyroid hormone receptor beta-SRC2 interaction; TRbeta-SRC2 peptide binding, fluorescence polarization; receptor liganded with 1 µM T3; P10828; 280,000 tested, 0.065% active; AID 1469; Potency, µM (top dose mostly 106 µM), for the others: top-dose activity change, negative = inhibition, actives largely listed as inhibitors;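 note: potency is the fitted concentration of half-maximal effect; plate controls were bound peptide for no effect and peptide without receptor for full effect; nearly all actives have a fitted effect of over 50% in size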
#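 Quantitative HTS by FP: 0.6 uM TRb LBD, 20 nM labeled SRC2 20-mer, 1 uM T3, 5% DMSO; 5 hr ambient incubation; % activity per concentration and potencies from concentration series.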
# Starred values were filed as active, the others as inactive; ? = inconclusive; . = not tested or not shown; [ ] = remark or other dose. Unless noted, calls come from the whole dose curve; as a rule, active = well fitted curve in the direction sought with a large enough effect; inconclusive = small, poorly fitted or top-dose-only effect, or another doubt; inactive = no such curve, though single readings can be large; an effect the other way counts as inactive or inconclusive.
SMILES,NPSR antagonist,TexasRed fluor,CBFb-RUNX1 inh,Tau fluor counter,Epigenetic reg,Tau fibril FP,aGal spleen mod,TRb SRC2 PPI
C=CCOCC/C=C1/c2ccccc2C(OC)C1C (stereo unspecified),.,2%[11.2 µM],12%[13.1 µM],-11%[11.6 µM],0.0%[10.1 µM],1%[11.6 µM],-5%[17.5 µM],7%[11.2 µM]
O=C(CCCN1C(=O)c2cccnc2Oc2ccc(Cl)cc21)NCc1ccc(F)cc1,.,?,.,-4%,-1.2%,-3%,.,-1%
COc1ccc(C)cc1NC(=O)c1cc(S(=O)(=O)N2CCN(c3cccc(C)c3C)CC2)ccc1F,.,0%,.,-3%,-1.6%,-4%,.,1%
CN1CCCN(C(=O)C2CCC(C(=O)N3CCCN(C)CC3)CC2)CC1 (stereo unspecified),10%,1%,-3%,-6%,3.9%,-11%,-5%,-6%
O=C1c2cccnc2Oc2ccc(Cl)cc2N1Cc1ccc(F)cc1,4%,-4%,-1%,-14%,0.9%,-2%,0%,-7%
Cc1cccc(N2CC(C)Cn3c2nc2c3c(=O)n(CC(=O)OCc3ccccc3)c(=O)n2C)c1 (stereo unspecified),-27%[46.1 µM],0%,-10%,-14%,1.5%,19%,4%,1%
COCCN(CCOC)c1ncnc2c1cnn2-c1ccccc1,4%,0%,10%,3%,2.3%,-1%,3%,6%
CCOC(=O)c1cc(-c2ccco2)nc2c1c(C)nn2-c1cccc(Cl)c1,-13%[46.1 µM],-4%,-1%,-12%,-0.9%,-10%,-3%,3%
Cc1ccccc1-c1nc(S(=O)(=O)c2ccc(Cl)cc2)c(NCCN2CCOCC2)o1,-28%[46.1 µM],-1%,-1%,-28%,-5.5%,-2%,5%,8%
Cc1cccc(N=c2oc3cc(O)ccc3cc2C(N)=O)c1,-13%[46.1 µM],-2%,-3%,?,-1.0%,0%,?,2%
CCc1ccc(S(=O)(=O)Nc2cc(SCC(=O)O)c(O)c3ccccc23)cc1,-12%,-6%,-5%,?,-2.1%,8.9µM*,-17%,-1%
COc1ccccc1CNC(=O)C(C)n1c(=O)cc(C(F)(F)F)c2c(C)nn(C)c21 (stereo unspecified),.,-3%,.,-8%,5.9%,-1%,.,-11%

# Brought forward from above: 2 entries, followed by the next part.
SMILES,NPSR antagonist,TexasRed fluor,CBFb-RUNX1 inh,Tau fluor counter,Epigenetic reg,Tau fibril FP,aGal spleen mod,TRb SRC2 PPI
CCc1ccc(S(=O)(=O)Nc2cc(SCC(=O)O)c(O)c3ccccc23)cc1,-12%,-6%,-5%,?,-2.1%,8.9µM*,-17%,-1%
COc1ccccc1CNC(=O)C(C)n1c(=O)cc(C(F)(F)F)c2c(C)nn(C)c21 (stereo unspecified),.,-3%,.,-8%,5.9%,-1%,.,-11%
Cc1nn(C)cc1/C=N/NC(=O)Cn1nnc(N)n1,12%,-5%,7%,6%,1.1%,10%,-19%,-1%
Cc1nc(-c2ccccc2)ccc1C(=O)O,7%,-3%,?,8%,-1.8%,9%,-5%,-9%
CC(Nc1ccccc1)C(=O)Nc1ccc(F)cc1 (stereo unspecified),-7%[46.1 µM],-2%,5%,-7%,-1.6%,10%,8%,1%
CC(C)CCNC(=O)CN(C)S(=O)(=O)c1cccc2nsnc12,-8%[46.1 µM],1%,5%,-9%,-1.1%,-1%,1%,2%
CCc1ccccc1OCC(=O)Nc1nc(-c2cccnc2)cs1,-49%,-1%,?,-13%,7.8%,-8%,-5%,-2%
O=CNc1ccc(S(=O)(=O)NCc2ccccc2)cc1,-10%[46.1 µM],0%,0%,-4%,0.7%,14%,4%,2%
Cc1ccc(C)c(NC(=O)CCC(=O)N/N=C/c2ccc[nH]2)c1,-7%[46.1 µM],-3%,-6%,-5%,-1.2%,4%,17%,-10%
Cc1ccc(S(=O)(=O)/N=C(\N)Nc2nc(C)c3cc(C)ccc3n2)cc1,-13%[46.1 µM],-1%,-5%,2%,1.1%,-1%,-7%,-5%
Cc1nnc(SCc2cc(=O)c3ccccc3[nH]2)s1,.,-1%,.,-2%,-1.4%,-10%,.,-1%
O=c1c2cc(NC(=S)NC3CCCC3)ccc2nc2n1CCCCC2,-3%,-1%,0%,-19%,1.1%,-4%,1%,-2%
COc1ccc(C2c3ccc(O)cc3Oc3ncn(CCN4CCOCC4)c(=N)c32)cc1 (stereo unspecified),10%,0%,-5%,9%,-1.0%,2%,-3%,5%
Cn1c(CN2CCCC2)nc2cc(NC(=O)c3cccs3)ccc21,-3%,-3%,-14%,-3%,-4.8%,-7%,6%,4%
O=C(NCc1ccco1)c1ccc(Cn2c(=O)c3ccccc3n(Cc3cccc(Cl)c3)c2=O)cc1,-20%[46.1 µM],0%,-3%,-15%,7.0%,-3%,2%,-2%
O=C(Cc1ccc(Br)cc1)Nc1cccc(Cl)c1,-28%,-4%,17%,?,-1.5%,?,5%,2%
Cc1ccc(Cl)c2c1NC(=O)C2(O)CC(=O)c1ccc(F)cc1 (stereo unspecified),3%[46.1 µM],1%,4%,-3%,1.9%,3%,-6%,-2%
O=C(NCc1ccco1)c1ccc2c(=O)n(-c3ccccc3)c(=O)n(Cc3cccc(F)c3)c2c1,-24%,-1%,-1%[2.36 µM],-13%,?,-10%,6%,3%
O=C(c1ccc([N+](=O)[O-])cc1)N(c1ccccn1)c1ccccn1,-12%,-4%,-2%,7%,6.8%,9%,-8%,-1%
COc1cc(C(=O)NCc2nnc(SCC(=O)Nc3nccs3)o2)cc(OC)c1OC,17%,-1%,-25%,-8%,-0.1%,-3%,-3%,-1%
C#CCCOC(=O)N1C2=NC(C(=O)OC)=C(C(=O)OC)[C@@H]3N(Cc4ccccc4)c4ccccc4[C@]23C[C@H]1C(=O)OC,-7%,3%[11.2 µM],-4%[13.1 µM],-9%[11.6 µM],1.4%,-6%[11.6 µM],3%[17.5 µM],4%[11.2 µM]
Cc1ccc(C)c(NC(=O)C(C)N(c2ccccc2)S(C)(=O)=O)c1 (stereo unspecified),.,-2%,.,-2%,-1.5%,-3%,.,3%
Cc1ccccc1NC(=O)CSc1cn(CC(=O)N2CCCC2)c2ccccc12,.,?,.,-5%,0.0%,-12%,.,1%
COc1ccc(-c2noc(C3CC(=O)N(c4cc(C)cc(C)c4)C3)n2)cc1 (stereo unspecified),.,-3%,.,-22%,0.0%,-2%,.,0%
COc1cccc(CNC(=O)c2ccc(-n3c(C)cc4c3CCC(C)C4)cc2)c1 (stereo unspecified),.,1%,.,-19%,15%,?,.,0%
COCCNC(=O)c1ccccc1NC(=O)c1ccc(OC)c(OC)c1,2%[46.1 µM],-2%,19%,7%,-8.8%,1%,5%,-18%
Cc1cccc(NC(=S)N2CCN(Cc3ccccc3)CC2)c1C,3%[46.1 µM],-4%,-2%,-6%,-0.9%,10%,1%,-5%
CCCCC1CCC(C(=O)N2CCOCC2)CC1 (stereo unspecified),0%,-1%,-2%,1%,-1.1%,7%,1%,0%
COc1ccc(OCC(O)CNC(=O)c2ccc(C)cc2)cc1 (stereo unspecified),-13%,0%,0%,-8%,2.1%,8%,-4%,-3%
O=C(c1cc2ccccc2oc1=O)N(c1ccc(Cl)cc1)C1C=CS(=O)(=O)C1 (stereo unspecified),-5%,0%,-3%,3%,1.1%,-8%,-2%,0%
O=C(NCCc1ccccc1)c1nn(-c2ccccc2F)nc1CO,.,-1%,.,-7%,-2.3%,5%,.,-4%
COc1ccc(CCNC(=O)Cn2c(=O)n(-c3ccccc3)c(=O)c3c(C)c(C)sc32)cc1OC,.,-18%,.,-4%,-0.9%,-10%,.,6%
COc1ccc(CCNC(=O)c2nnc(Cc3c(F)cccc3Cl)o2)cc1OC,-9%[46.1 µM],-5%,0%,-11%,-0.1%,2%,-6%,4%
Cc1ccc(-n2c(Cc3cccc4ccccc34)n[nH]c2=S)c(C)c1,-12%,-3%,-11%,-9%,-0.1%,-1%,7%,-3%
CCOc1cc(CNCC(O)c2ccccc2)cc(Cl)c1OC (stereo unspecified),-6%,-1%,-1%,-9%,2.0%,-4%,2%,-6%
COC(=O)c1ccccc1NC(=O)Cn1c(=O)n(-c2cccc(C(F)(F)F)c2)c(=O)c2c(C)c(C)sc21,.,-19%,.,-1%,-1.8%,-1%,.,4%
CCOc1ccc(CN2CCC(C(=O)N3CCN(c4ccccc4F)CC3)CC2)cc1OC,2%[46.1 µM],-3%,17%,-3%,0.9%,2%,3%,-4%
Cc1ccccc1OCCCC(=O)Nc1ccc2c(c1)OCO2,-3%[46.1 µM],-2%,10%,-27%,0.0%,8%,1%,3%
CCOC(=O)c1c(C#N)cnn1-c1ccc(C)cc1,-7%[46.1 µM],0%,10%,-3%,-5.5%,11%,5%,-4%
O=C(CSc1nnc(Cc2ccsc2)o1)c1ccccc1,-2%,1%,4%,-13%,-1.1%,1%,12%,6%
COc1ccc(-c2nnc3sc(-c4cccs4)nn23)cc1OC,-17%[46.1 µM],-5%,-8%,-3%,-0.9%,3%,-3%,-2%
Cc1cc2c(cc1NC(=O)c1ccccc1C)n(C)c(=O)c(=O)n2C,.,-6%,.,-5%,0.0%,-3%,.,7%
CCc1noc(C)c1C(=O)N1CCCC1,1%[46.1 µM],0%,4%,-4%,5.8%,-3%,1%,4%
CCCCOC(=O)CCn1[nH]c(=O)c2ccccc2c1=O,-10%[46.1 µM],-1%,-1%,5%,0.2%,1%,4%,0%
CC(=O)c1ccc(C(=O)N2CCC(CO)(Cc3cccc(C(F)(F)F)c3)CC2)cc1,19%,-2%,7%,-2%,-0.6%,6%,-2%,1%
Cc1[nH]c2ccccc2c1C(=O)C(=O)NCCCn1ccnc1,12%,-1%,0%,2%,-1.6%,1%,5%,12%
CC(NC(=O)C1CC1)C(c1cccs1)N1CCN(c2ccccc2)CC1 (stereo unspecified),17%[46.1 µM],-2%,7%,-6%,-1.0%,11%,6%,-2%
COc1cccc(CNC(=O)CCn2c(=O)oc3ccccc32)c1,2%[46.1 µM],2%,4%,1%,0.8%,-1%,1%,3%

# This is a subset (hit frequency here may not be typical).
